KB-3-1 cytotox: qHTS assay for MDR1-selective chemotherapeutics: Primary screen using the parental adenocarcinoma cell KB-3-1; AID 1347075, 2019; KB-3-1 viability, CellTiter-Glo ATP luminescence, 72 h; 400,000 compounds, 1.4% hits; Potency, µM (titrated, usually from 46.1 µM), for the others: at the highest dose activity change, negative = cytotoxic, actives largely listed as cytotoxic; also: potency is read from the fitted curve at half-maximal effect; % is scaled to controls: 0 for no effect and ±100 for the full control effect; nearly all actives have a fitted effect of over 60% in size
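Cytotoxicity measured as CellTiter-Glo luminescence after 72 h at 37 C. Compound titrations were pinned onto drug-naive KB-3-1 parental adenocarcinoma cells grown in DMEM with 10% FBS, and normalized data fitted to concentration-response curves.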
ATXN2 expr inh: Primary qHTS for Inhibitors of ATXN expression. HEK-293 ATXN2-luciferase reporter, luminescence, 24 h. Potency, µM (highest dose often 57 µM), for inactives: at the top dose activity change, negative = inhibition, usual class: inhibitors. 360,000 compounds, 0.72% hits. AID 1745845, 2022; also: potency is read from the fitted curve at half-maximal effect; % is scaled to controls: 0 for no effect and ±100 for the full control effect; nearly all actives have a fitted effect of over 55% in size
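ATXN2-luciferase reporter cells (luciferase flanked by upstream and downstream ATXN2 gene portions) were treated 24 h at 37 °C with compounds at up to 57 uM. SteadyGlo luminescence gave expression; GF-AFC fluorescence gave viability.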
KB-V1 MDR tox: qHTS assay for MDR1-selective chemotherapeutics: Primary screen using the drug-selected MDR subline cells KB-V1; KB-V1 MDR cells viability, CellTiter-Glo, 72 h; Potency, µM (doses to about 46.1 µM), for inactives: at the top dose activity change, negative = cytotoxicity, usual class: cytotoxic; 400,000 compounds, 3.4% hits; AID 1347076, 2019; also: potency is read from the fitted curve at half-maximal effect; % is scaled to controls: 0 for no effect and ±100 for the full control effect; nearly all actives have a fitted effect of over 60% in size
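KB-V1 cells (P-gp-expressing MDR subline of KB-3-1) in phenol-red-free DMEM with 10% FBS were exposed to library compounds over a concentration series for 72 h at 37 degrees C. Viability read by CellTiter-Glo luminescence; concentration-effect curves fitted after normalization.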
SW480 rereplic: A quantitative high throughput screen for small molecules that induce DNA re-replication in SW480 colon adenocarcinoma cells; SW480 DNA re-replication, Hoechst DNA content imaging, 48 h; Potency, µM (highest dose often 46.1 µM), without a hit: at the top dose re-replication activation, hits mostly activators; 340,000 compounds, 1.8% hits; AID 624297, 2012; also: potency is read from the fitted curve at half-maximal effect; % of control where 0% means no effect; nearly all actives have a fitted effect of over 55% in size
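Image-based DNA-content assay: after two days of treatment, nuclei were labelled with the DNA dye Hoechst and imaged, and hits were compounds raising the count of nuclei showing high fluorescence intensity.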
IL-1B inflam inh: qHTS for Inhibitors of Inflammasome Signaling: IL-1-beta AlphaLISA Primary Screen; THP-1 LPS/ATP IL-1B secretion, AlphaLISA, 16 h; hits give low values; activity change, % at 57.5 µM; 360,000 compounds, 4.7% hits; AID 743279, 2014; in the data active = activity change below about -50%; inconclusive = mostly about -30% to -49%; also: % is scaled to controls: 0 for no effect and ±100 for the full control effect
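Secreted IL-1B measured by AlphaLISA bead assay after 16 h compound exposure of THP-1 cells; compounds (final up to 57.5 uM) added 1 h before LPS (250 ng/mL) and ATP (1.25 mM) stimulation; lower signal means less secretion.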
MCF10A rerep: A quantitative high throughput screen for small molecules that induce DNA re-replication in MCF 10a normal breast cells; Potency, µM (series often up to 46.1 µM), for inactives: top-dose activity, positive = re-replication, most hits filed as activators; AID 624296, 2012; 350,000 compounds, 2.9% hits; MCF 10A DNA re-replication, Hoechst nuclear intensity, 48 h; also: potency is read from the fitted curve at half-maximal effect; % of control where 0% means no effect; nearly all actives have a fitted effect of over 50% in size
HT1080NT lethal: qHTS for induction of synthetic lethality in tumor cells producing 2HG: qHTS for the HT-1080-NT fibrosarcoma cell line; AID 686970, 2013; Potency, µM (top dose mostly 46.1 µM), inactives show at the highest dose activity, negative = less viability, most hits filed as cytotoxic; HT-1080-NT fibrosarcoma viability, CellTiter-Glo ATP luminescence, 48 h; 360,000 compounds, 1.6% hits;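 also: NT is the 2HG producing partner of a matched IDH1 knockdown line; potency is read from the fitted curve at half-maximal effect; 0% = DMSO-treated cells and -100% = media-only wells without cells; nearly all actives have a fitted effect of over 55% in size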
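Viability of the 2HG-overproducing fibrosarcoma line after 48 hours of compound exposure at 37 degrees C was determined by luminescence with CellTiter-Glo, and concentration-effect curves were then fitted and categorized.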
WRN helicase inh: qHTS for Inhibitors of WRN Helicase; Bifunctional 3'-5' exonuclease/ATP-dependent helicase WRN (Homo sapiens), Q14191; WRN helicase unwinding, fluorescent forked duplex, kinetic; Potency, µM (highest dose often 114 µM), inactives show top-dose activity change, negative = inhibition, hits mostly inhibitors; 360,000 compounds, 0.46% hits; AID 651768, 2012; also: potency is read from the fitted curve at half-maximal effect; % is scaled to controls: 0 for no effect and ±100 for the full control effect; nearly all actives have a fitted effect of over 55% in size
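Enzyme (20 nM final) and test compound sit together 15 min at room temperature before substrate addition. Substrate is a single-forked duplex oligonucleotide (100 nM) labelled with fluorophore and quencher, with 2 mM ATP; helicase unwinding raises red fluorescence, read kinetically.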
HT1080 IDH1KD tx: qHTS for induction of synthetic lethality in tumor cells producing 2HG: qHTS for the HT-1080-IDH1KD cell line | 360,000 compounds, 2% hits | Potency, µM (highest dose often 46.1 µM), for inactives: at the top dose activity, negative = toxicity, most hits filed as cytotoxic | HT-1080 IDH1 knockdown viability, ATP luminescence, 48 h;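 also: potency is read from the fitted curve at half-maximal effect; 0% = DMSO wells and -100% = cell-free medium wells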
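Cytotoxicity counter-line: IDH1KD HT-1080, 48 h, CellTiter-Glo. Curves classed by r2, magnitude and activity.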
* marks the source's active call; other numbers are inactive results; ? = inconclusive; . = not tested or not shown; & = joins results of further samples; [ ] = dose if it differs, or a comment. Unless noted, calls follow the shape of the dose curve; as a rule, active = well fitted curve in the direction sought with a large enough effect; inconclusive = small, poorly fitted or top-dose-only effect, or another doubt; inactive = no such curve, though single readings can be large; an effect the other way counts as inactive or inconclusive. No enrichment for hits; 12% or so of the library scored in one or more.

SMILES	KB-3-1 cytotox	ATXN2 expr inh	KB-V1 MDR tox	SW480 rereplic	IL-1B inflam inh	MCF10A rerep	HT1080NT lethal	WRN helicase inh	HT1080 IDH1KD tx
COc1cc(/C=N/NC(=O)Cc2ccccc2)ccc1Oc1ccc([N+](=O)[O-])cc1[N+](=O)[O-]	-28%	-20%	?	26%	?	?	-2%	-11%	7%
CC(C)(C)Sc1ccc(N)nc1	5%	1%	1%	-8%	18	12%	13%	-11%	9%
Cc1cc(-c2ccc(/C=N/n3cnnc3)o2)c(C)c([N+](=O)[O-])c1	26%	1%	23%	-12%	-71*	1%	9%	-8%	3%
Cc1[nH]c(C)c2c(=O)n(Cc3ccccc3Cl)ncc12	6%	-2%	?	0%	.	10%	16%	5%	22%
Cc1ccc(C(=O)NCCCNC(=O)c2ccco2)cc1C	1%	-10%	-22%	-3%	23	-4%	-1%	-3%	0%
Cc1cc(C)c(NC(=O)CS)c(Cl)c1	-12%	1%	29%	25%	-19	23%	8%	3%	5%
O=C(Cc1c(F)cccc1Cl)NCCCn1ccnc1	22%	-4%	-19%	1%	-6	-2%	-2%	9%	?
CCN(CC)C(=O)c1sc2nc(-c3ccccn3)[nH]c(=O)c2c1C	?	16%	?	89%	1	-2%	-11%	-19%	-16%
Cc1ccccc1OCCSc1nc2ccccc2n1CCC(=O)O	-1%	1%	0%	-8%	1	-6%	-1%	0%	0%
Cn1c(NCCOc2ccccc2)nc2cc(-c3ccc(F)cc3)sc2c1=O	-15%	0%	11%	.	2	.	11%	-9%	-8%
O=C(COC(=O)/C=C/c1cccc(C(F)(F)F)c1)NCc1ccccc1	7%	-15%	?	-3%	-2	9%	6%	-23%[57.1 µM]	10%
Cc1cc(N)n2nc(-c3ccccc3)c(-c3ccccc3)c2n1	-4%	.	0%	-4%	12	?	13%	0%	8%
OCC[C@H]1C[C@H](O)[C@@H](O)[C@]2(CCCO2)O1	1%	4%	-5%	0%	6	10%	6%	7%	11%
CCC(Oc1ccccc1)C(=O)Nc1nnc(S(=O)(=O)Nc2ccccc2)s1 (stereo not drawn)	9%&1%	0%	23%&10%	3%	5	-2%	-5%	-7%	9%
Cc1ccccc1NC(=O)Nc1nc(C(N)C2CCCCC2)cs1 (stereo not drawn)	-16%	?	-20%	.	-54*	.	?	5%[57.1 µM]	?
O=S1(=O)N=C(Nc2ccc(S(=O)(=O)N3CCCCC3)cc2)c2ccccc21	4%	-4%	15%	-1%	2	3%	-13%	4%	-10%
NC(=O)Cc1ccc(OCc2nn[nH]n2)cc1	8%	.	14%	.	20	.	3%	-3%	5%
CCOC(=O)C1CCN(C(=O)C2CCCN(c3ncnc4c3nc3n4CCCCC3)C2)CC1 (stereo not drawn)	4%	.	-10%	0%	-5	-1%	12%	7%	6%
CN(C)C(=O)COc1ccc(Oc2ccccc2)cc1	1%	3%	-2%	-63%[inhibitor]	9	-12%	-1%	4%	-1%
COc1cccc(NC(=O)N2CCN(c3cccc(C)c3)C(C)C2)c1 (stereo not drawn)	0%	44%[activator]	-9%	-25%	-22	4%	1%	0%	-8%

Single entries from the list:
WRN helicase inh, `Cc1ccccc1NC(=O)Nc1nc(C(N)C2CCCCC2)cs1` (stereo not drawn) stands at 5%[57.1 µM]
KB-3-1 cytotox, `CCC(Oc1ccccc1)C(=O)Nc1nnc(S(=O)(=O)Nc2ccccc2)s1` (stereo not drawn) stands at 9%&1%
KB-3-1 cytotox, `OCC[C@H]1C[C@H](O)[C@@H](O)[C@]2(CCCO2)O1` stands at 1%

Later entries
SMILES	KB-3-1 cytotox	ATXN2 expr inh	KB-V1 MDR tox	SW480 rereplic	IL-1B inflam inh	MCF10A rerep	HT1080NT lethal	WRN helicase inh	HT1080 IDH1KD tx
CC(C)c1[nH]nc2c1C(c1cccs1)C(C#N)=C(N)O2 (stereo not drawn)	?	-25%	-25%	?	-86*	3%	?	3%	-19%
CCCCn1c(SCC(=O)NC2CC2)nnc1-c1ccncc1	2%	-4%	24%	2%	4	-24%	12%	-3%[57.1 µM]	11%
O=C(Nc1cccc(S(=O)(=O)N2CCCCC2)c1)C1CCCN1S(=O)(=O)c1ccccc1F (stereo not drawn)	.	43%[activator]	.	3%	-11	-6%	0%	-19%	2%
CC(C)(C)NS(=O)(=O)c1ccc(CCC(=O)NCc2cccnc2)cc1	2%	0%	-2%	18%	49	13%	0%	-2%	10%
Cc1ccc(CCNC(=O)c2cc(S(=O)(=O)N3CCCC3)cn2C)cc1	10%	-15%	4%	-3%	-7	-3%	11%	-9%	13%
CC(C)C(=O)N1CCC1(C)C(=O)NCc1ccc(C(C)(C)C)cc1 (stereo not drawn)	0%	-6%	-5%	.	25	.	12%	-3%	5%
CCOC(=O)Nc1ccc(N2CCOCC2)c(S(=O)(=O)N2CCOCC2)c1	5%	11%	12%	-6%	0	0%	3%	-22%	7%
O=C(Cc1c(F)cccc1Cl)NCc1cccnc1	-7%	-5%	?	-8%[9.22 µM]	17	2%	18%	-18%	22%
O=C(NCCc1ccccc1)c1cccc(S(=O)(=O)N2CCCCC2)c1	.	7%	.	13%	2	?	0%	-14%	-4%
CCOC(=O)c1ccccc1OCc1cc(/C=N/n2cnnc2)ccc1OC	0%	-16%	0%	?	22	?	-5%	-11%	-7%
O=C(O)c1cccc(NC(=S)NC(=O)c2cccc(OCc3ccccc3)c2)c1	?	25%	-5%	-12%	4	6%	1%	2%	-6%
CCOc1ccc(C(C)=O)cc1N1C(=O)C2C3C=CC(C3=C(C)C)C2C1=O (stereo not drawn)	1%	-2%	16µM*	-9%	7	-10%	8%	-5%	0%
CCOC(=O)c1c(SC)n(-c2ccccc2)c(=S)n(-c2ccccc2)c1=O	9%	-5%	7%	-7%	15	8%	4%	1%	4%
O=C(Nc1ccccc1C(=O)N1CCCC1)c1cccc(S(=O)(=O)N2CCCCC2)c1	-29%	-16%	0%	-2%	-3	-1%	-2%	-4%	-4%
CN(C)CCNc1oc(-c2ccccc2F)nc1C#N	-9%	-9%	-12%	0%	0	20%	-5%	-4%	-8%
Cc1c(C(=O)NCC2CCCO2)sc2nc(-c3ccccc3)cn12 (stereo not drawn)	3%	-12%	2%	-5%	16	0%	-9%	-4%	?
O=C(Cn1sc2ccccc2c1=O)Nc1ccccc1	?	35µM*	-32%	.	-104*	.	?	10%	?
CCN1C(=O)N[C@@H](c2ccc(Br)cc2)C(C(C)=O)=C1C	15%	-5%	7%	3%	12	-8%	-10%	-7%	6%
CC(=O)[C@@]1(O)C(C)CC2C3C=C(C)C4=Cc5c(cnn5-c5ccccc5)C[C@]4(C)C3C(O)C[C@@]21C (stereo partly drawn)	?	?	?	8.2µM*	-91*	15µM*	4.6µM*	4%	21µM*
CC(C)(C)c1[nH]ncc1[N+](=O)[O-]	0%	-28%	-1%	-3%	13	4%	-4%	2%	5%
CCOc1cc(C2NC(=O)N(C)C(C)=C2[N+](=O)[O-])ccc1OC(C)=O (stereo not drawn)	0%	-4%	-29%	-5%	7	15%	10%	-4%	-3%
Cc1ccc(C)c(OCc2nc3ccc(S(=O)(=O)Nc4c(C)n(C)n(-c5ccccc5)c4=O)cc3[nH]2)c1	11%	-7%	?	-5%	-25	2%	-3%	-6%	-22%
CCCCn1c(N)c(NCCC)c(=O)[nH]c1=O	?	-3%	-7%	.	4	-8%	6%	-9%	13%
Cn1c(=O)c(C(=O)CN2CCN(Cc3ccc4c(c3)OCO4)CC2)c(N)n(Cc2ccccc2)c1=O	-7%	.	?	-7%	-15	19%	0%	8%	-13%
Cc1ccccc1CN1CCCNC1=O	6%	-8%	17%	-7%	10	1%	10%	5%	-16%
COc1ccc(CN2CCN(S(=O)(=O)c3ccc(C)cc3)CC2)cc1OC	-19%	-24%	-4%	-9%	-12	-1%	24%	3%	17%
O=C(CCCCl)NC(=S)Nc1cc(C(F)(F)F)ccc1N1CCOCC1	1%	.	0%	?	?	?	-16%	-17%	-13%
COc1cc(C2/C(=C(\O)c3ccc4c(c3)OCCO4)C(=O)C(=O)N2Cc2ccccc2)ccc1O (stereo not drawn)	2%	-9%	10%	-24%	0	-2%	7%	-2%	11%
COc1cc(C2c3[nH]c4ccccc4c3C[C@@H]3C(=O)N(Cc4ccco4)CC(=O)N23)cc(OC)c1OC (stereo partly drawn)	5%	-4%	0%	3%	15	13%	-28%	1%	-30%
CCN(CC)S(=O)(=O)c1cccc(NC(=O)CCNC(=O)c2ccc([N+](=O)[O-])cc2)c1	-4%	-32%	6%	12%	12	-7%	-3%	-5%	-8%
COc1cc(/C=N/NC(=O)c2ccc(NS(=O)(=O)c3cccs3)cc2)cc(OC)c1O	-2%	.	-20%	3%	-12	-2%	7%	-13%	6%
Cn1c(CCN2CCN(c3ccccn3)CC2)nc2cc(NS(=O)(=O)c3ccccc3)ccc21	-10%	-15%	5%	?	-4	23µM*	-1%	-3%	-28%

Screening results from PubChem.
